TbMetRS inhib: blocks T. brucei methionyl-tRNA synthetase activity. purified T. brucei MetRS, ATP depletion, Kinase-Glo luminescence. inhibition, % at 11.9 µM. 360,000 tested, 0.4% active. AID 624268;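 active = inhibition above a per-plate cutoff of the control wells' mean inhibition plus 3 SD, cut at about 5.5% in these data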;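 also: 0% = DMSO wells median and 100% = median of wells with control inhibitor compound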
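Material – parasite MetRS enzyme · Medium – HEPES-MgCl2-KCl buffer plus DTT, spermine, BSA, pyrophosphatase · Reagent – ATP, methionine and E. coli bulk tRNA substrates · Times – 15 min enzyme-compound preincubation, 2 h reaction, 10 min detection, 25 °C · Measured by – luminescence of leftover ATP · Evaluation – percent inhibition relative to median high and low control wells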
STEP block: blocks human striatal-enriched tyrosine phosphatase; recombinant STEP, OMFP fluorogenic substrate, fluorescence; inhibition, % at 20 µM; 360,000 tested, 0.25% active; AID 588621;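 active = inhibition at 20 µM, scaled per plate between control wells, above about 37%, limit read from the data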;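 also: 0% = DMSO with enzyme and substrate and 100% = substrate only without enzyme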
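Assay system: isolated STEP enzyme. Buffer or medium: pH 6.0 Bis-Tris with DTT and Tween 20. Also added: fluorogenic phosphatase substrate OMFP at 25 µM final. Dosing: 20 µM, 1% DMSO. Timing: 20 min reaction, room temperature, in the dark. Measured by: fluorescence intensity, excitation 480 nm, emission 540 nm. Evaluation: normalized % inhibition.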
Scp1 inh: blocks human Scp-1 phosphatase activity; 340,000 tested, 0.88% active; Recombinant Scp1, phosphopeptide, malachite green phosphate absorbance; inhibition, % at 20 µM;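 active = inhibition above about 50% at 20 µM, limit read from the data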;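 also: plate controls were DMSO wells with enzyme for no effect and wells lacking enzyme for full effect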
Target sequence (Q9GZU7 76-261 limits assumed): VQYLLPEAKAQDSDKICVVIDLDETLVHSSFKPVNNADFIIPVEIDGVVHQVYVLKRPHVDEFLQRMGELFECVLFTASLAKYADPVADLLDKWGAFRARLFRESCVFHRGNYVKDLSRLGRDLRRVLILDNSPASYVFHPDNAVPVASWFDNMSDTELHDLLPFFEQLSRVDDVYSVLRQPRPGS
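Test system: SCP-1 phosphatase catalytic domain, residues 76-261 | Compound dosing: One concentration, 20 µM, with 1.0% DMSO | Schedule: 45 min room-temperature reaction, 5 min colour, 30 min stabiliser | Detection: Absorbance at 630 nm | Read-out basis: % inhibition of SCP-1 phosphate liberation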
SUMO1-SIM PPI: SUMO1-SIM interaction modulation; P63165; SUMO1 binding to a labelled peptide, TR-FRET, 1 h; inhibition, % at 20 µM; 360,000 tested, 0.33% active; AID 602429; in the data active = inhibition above about 37%
LMPTP inh: LMPTP (human) inhibition; inhibition, % at 20 µM; 360,000 tested, 0.22% active; AID 651560; recombinant LMPTP-A, OMFP fluorogenic substrate, fluorescence intensity; P24666;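 active = compounds that cut the enzyme signal by at least half of the control window in the single-dose screen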;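 also: plate controls were DMSO wells with enzyme plus substrate for no effect and substrate without enzyme for full effect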
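Test system: LMPTP-A phosphatase enzyme. Amount: LMPTP-A at 0.625 nM final in the reaction. Reagent: OMFP substrate, 400 µM final. Times: 50 min at room temperature. Signal: endpoint fluorescence intensity from OMFP dephosphorylation. Read-out basis: % inhibition. Benchmarks: no-enzyme and uninhibited controls.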
SKN-1 inh: blocks SKN-1 activity in C. elegans. C. elegans VP596 Pgst-4::GFP/RFP ratio, acrylamide-induced, 24 h. inhibition, % at 21.8 µM. 360,000 tested, 0.49% active;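 active = interference check ratio from 0.5 to 1.5 plus GFP to RFP signal ratio inhibition reaching or exceeding a fixed threshold, cut at about 30% in these data, passing the limit was not always enough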; also: some compounds called inactive have numbers as strong as hits
DNMT1 block: inhibitors of human DNMT1; 360,000 tested, 0.83% active; DNMT1 molecular beacon, Hinp1I cleavage, fluorescence; AID 588458; inhibition (reported as % activation of signal), % at 10 µM; in the data active = inhibition above about 50%
NadD block: NadD (S. aureus) enzyme inhibition; AID 602399; purified NadD enzyme, colorimetric absorbance read-out; inhibition, % at 20 µM; 360,000 tested, 0.78% active; in the data active = inhibition above about 26%; also: some compounds past the cut are filed as inactive
NRP1-CendR mod: alters CendR peptide binding to human NRP-1 | inhibition, % at 25 µM | O14786 | 360,000 tested, 0.85% active | FAM-RPARPAR peptide binding to NRP-1, fluorescence polarization;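 active = inhibition or corrected inhibition above about 18%, plus a signal ratio from 0.5 to 1.5, limit read from the data, passing the limit was not always enough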; also: strong numbers were not always called active
Target sequence (O14786 whole entry, looked up): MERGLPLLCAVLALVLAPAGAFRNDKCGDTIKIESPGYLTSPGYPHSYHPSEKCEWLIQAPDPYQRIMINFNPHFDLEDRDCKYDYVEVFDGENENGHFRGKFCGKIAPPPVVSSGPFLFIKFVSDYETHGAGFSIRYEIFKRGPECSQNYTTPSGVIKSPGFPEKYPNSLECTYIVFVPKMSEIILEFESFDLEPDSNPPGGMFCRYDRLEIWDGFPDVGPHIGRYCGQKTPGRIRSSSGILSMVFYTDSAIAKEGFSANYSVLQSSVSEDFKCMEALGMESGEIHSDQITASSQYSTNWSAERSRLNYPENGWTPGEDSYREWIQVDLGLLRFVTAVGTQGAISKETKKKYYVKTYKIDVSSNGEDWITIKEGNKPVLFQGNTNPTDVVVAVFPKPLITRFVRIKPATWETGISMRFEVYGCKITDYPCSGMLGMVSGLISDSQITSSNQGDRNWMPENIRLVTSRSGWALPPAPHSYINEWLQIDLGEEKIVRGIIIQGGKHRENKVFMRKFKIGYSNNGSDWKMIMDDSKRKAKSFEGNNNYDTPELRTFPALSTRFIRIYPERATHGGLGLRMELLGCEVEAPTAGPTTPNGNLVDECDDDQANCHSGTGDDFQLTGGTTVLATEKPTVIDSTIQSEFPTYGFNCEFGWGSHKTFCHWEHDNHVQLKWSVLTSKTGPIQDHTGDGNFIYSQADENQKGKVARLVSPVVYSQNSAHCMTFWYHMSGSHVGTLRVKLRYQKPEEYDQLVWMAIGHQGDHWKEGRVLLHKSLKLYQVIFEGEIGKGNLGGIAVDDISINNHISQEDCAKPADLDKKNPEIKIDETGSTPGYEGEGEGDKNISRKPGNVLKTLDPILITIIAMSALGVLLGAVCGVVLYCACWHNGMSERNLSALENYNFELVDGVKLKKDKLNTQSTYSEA
Neddylation inh: cullin neddylation inhibition; P61081+Q13564; TR-FRET cullin neddylation, biochemical; calls only at 25 µM; 360,000 tested, 0.58% active; in the data active = inhibition above about 36%
* hit, by the source's call; i = inactive; . = no result given.

Each structure is followed by: TbMetRS inhib, STEP block, Scp1 inh, SUMO1-SIM PPI, LMPTP inh, SKN-1 inh, DNMT1 block, NadD block, NRP1-CendR mod, Neddylation inh
- COC(=O)c1cc(NC(=O)c2cccc(C(F)(F)F)c2)c(=O)oc1C
    -0.3, 1.4, -6.0, -14.3, 1.6, -4.0, 2.4, -3.4, -8.3, i
- CCOC(=O)N1CCN(c2ccc(S(=O)(=O)N(Cc3ccccc3)Cc3ccccc3)cn2)CC1
    -0.4, 2.4, 5.6, -1.7, 6.7, 19.0, -3.2, 15.0, 11.8, i
- CCOc1ccc(N2CC(=O)SC2=S)cc1
    -0.4, -2.0, 6.7, 2.4, -0.1, 12.6, -2.8, -0.5, -9.5, i
- O=C(CSc1nnc(NC(=O)c2ccco2)s1)Nc1ccc2c(c1)OCCO2
    0.3, -1.8, -4.0, 12.7, -0.3, 3.0, -2.6, -9.4, -3.3, i
- Cc1ccc(-n2ccn(CC(=O)NCCc3ccccc3)c(=O)c2=O)cc1C
    0.1, 1.3, -9.1, -9.4, -0.8, 11.4, 0.5, 2.3, 1.0, i
- Cc1ccc(-n2nnnc2Sc2nc([N+](=O)[O-])nn2C)cc1
    0.3, -3.9, -5.3, -20.3, -0.8, -2.3, 16.9, -2.1, 7.8, i
- COc1ccc([N+](=O)[O-])cc1-n1cccc1
    -1.1, -0.7, 1.6, -14.7, 0.3, 7.8, -3.4, -0.5, -2.6, i
- CCOC(=O)C1(C(=O)OCC)CCN(S(=O)(=O)c2ccccc2)CC1
    -0.3, -2.2, -2.7, 30.4, 0.0, -9.8, 5.7, -3.7, 9.9, i
- O=c1c2ccccc2[nH]c(=S)n1CCCn1ccnc1
    0.0, -2.6, -10.0, 0.9, 3.1, -4.0, 0.2, -5.3, -10.0, i
- CCOc1ccc(NC(=O)CN2CCc3ccccc3C2)cc1
    -2.0, -0.9, -4.5, -0.8, 0.5, 6.7, -1.2, -1.7, -0.4, i
- COc1ccc(-c2nn(-c3ccccc3)cc2CNCc2cccnc2)c(F)c1
    -0.6, 2.0, -0.8, -4.3, -3.7, 7.2, -1.5, -4.6, -3.4, i
- Cc1cccc(C(=O)NCCNC(=O)c2cccnc2)c1
    -0.1, -1.7, -1.2, 0.0, -0.7, 23.5, -0.1, 6.5, -2.4, i
- CCOC(=O)/C=C/C(=O)OCc1csc(CC(=O)Nc2ccccc2C)n1
    -0.1, 8.3, -8.3, 0.0, 0.8, -9.2, -6.1, 10.5, 5.0, i
- CC(=O)NC(CC(=O)OCC(=O)Nc1ccc2c(c1)OCO2)c1ccccc1 (centres undefined)
    -0.7, 0.3, -11.8, -2.8, -0.7, 9.5, -1.5, -6.2, 2.9, i
- CC(C)N1CCC(C)(C(=O)Nc2cccc3c2CCCC3)C1 (centres undefined)
    0.2, 2.9, ., -1.4, -1.0, 0.4, -1.1, -2.6, -1.6, i
- Cn1c(=O)c2c(nc(Oc3cccc(Br)c3)n2C)n(C)c1=O
    -0.3, 3.0, -4.7, -1.3, -0.1, 25.7, -0.6, 5.5, 5.7, i
- COc1ccc(OC)c(NC(=O)CCN2CCN(CCO)CC2)c1
    -0.9, 0.7, -3.5, 2.6, -2.5, -0.9, 0.2, 5.4, -1.0, i
- CCOC(=O)c1ccc(NC(=O)CSc2ccc(-c3ccncc3)nn2)cc1
    0.0, 2.3, -4.0, -2.7, -0.6, 6.3, -1.3, -4.0, 2.1, i
- COc1ccc2c(c1OC)C(=O)N1c3ccccc3C(=O)N(c3ccc(F)cc3)C21 (centres undefined)
    -0.3, -0.8, -3.0, 0.0, -0.1, 12.6, 0.1, 12.2, 5.8, i
- COc1ccc(-c2cc(C(=O)Nc3cc(OC)c(OC)c(OC)c3)[nH]n2)c(C)c1
    -0.3, -1.9, ., 6.4, -1.3, 0.2, -4.7, 0.6, -9.8, i
- Cc1cc(F)ccc1S(=O)(=O)N1CCCOC1CNC(=O)C(=O)NCCC1=CCCCC1 (centres undefined)
    0.1, 1.3, -4.6, 2.7, 1.2, -3.4, 0.8, 2.9, 3.3, i
- O=C(NCc1ccc(-c2csnn2)cc1)c1cccs1
    -0.4, 1.0, -6.2, 3.6, 0.3, 23.9, 9.4, -1.0, 6.4, i
- COc1ccc(N2CCN(C3CCCN(Cc4ccccc4OCCO)C3)CC2)cc1 (centres undefined)
    0.0, -0.2, -2.2, -8.5, -0.5, 2.9, 2.3, -2.2, 3.9, i
- COc1ccc(/C(N)=N/OC(=O)Cc2ccc(C)cc2)cc1
    -0.5, 2.4, -5.0, -0.7, 2.0, 3.3, -1.8, -5.2, 3.9, i
- Cc1cc(C)nc(SCC(=O)Nc2ccc(S(=O)(=O)Nc3ncccn3)cc2)n1
    -0.7, -0.3, -0.8, -1.2, 1.0, 1.7, 0.4, -1.4, 1.3, i
- O=C(CCSCCC(=O)NCC1CCCO1)NCC1CCCO1 (centres undefined)
    -0.3, 1.8, -1.1, -2.9, -2.6, -8.8, -0.1, -1.7, 14.0, i
- O=C(CSc1nc(Nc2ccccc2)nc(N2CCOCC2)n1)Nc1ccccc1Cl
    -0.1, -3.7, -8.0, -5.3, 1.6, 3.5, -11.0, 5.0, 4.9, i
- COc1cc(/C=N/NC(=O)COc2ccccc2[N+](=O)[O-])ccc1OC(=O)c1ccco1
    -0.2, 2.9, -4.9, -3.6, 1.8, 4.7, -0.7, -2.1, 4.6, i
- CCN(CC)C(=O)[C@H]1CC(CC(=O)NC/C=C(\C)CCC=C(C)C)C(=O)N2CCc3c([nH]c4ccc(OC)cc34)[C@]12C (some centres undefined)
    -0.6, 2.8, 24.9, 1.1, 2.3, 7.5, -17.0, 2.5, -3.5, i
- CCOc1ncnc2c1[nH]c1ccccc12
    -0.4, 1.1, -12.8, -0.5, 0.7, 18.6, -1.3, -4.6, -6.7, .
- COc1ccccc1-c1ccc2c(c1)C(C)(Cc1ccccc1C#N)C(=O)N2 (centres undefined)
    -0.4, -2.1, ., -1.2, 5.0, 17.9, -4.4, -5.9, 10.4, i
- CN=C1SC(CC(=O)Nc2ccc(C(=O)O)cc2)C(=O)N1C (centres undefined)
    -0.2, 0.8, -0.1, 1.4, -1.0, 8.7, 1.7, 3.3, -15.6, i
- Cc1cc(=O)oc2ccc(OCC(=O)N(Cc3ccc(F)cc3)Cc3ccco3)cc12
    -0.5, 1.5, -9.2, 3.5, 3.0, -8.6, -1.6, 8.9, 8.4, i
- CCOC(=O)C1C2C=CC3(CN(c4cccc(Cl)c4)C(=O)C13)O2 (centres undefined)
    -1.2, -1.5, -1.2, 2.9, -1.0, 1.9, 6.8, -0.8, -12.6, i
- COc1ccc(CNC(=O)C2(C)Cc3c(-c4cccc(C(N)=O)c4)ccnc3O2)cc1OC (centres undefined)
    -0.2, 1.7, ., 4.6, -0.3, 13.4, 3.2, -10.0, 7.2, i
- C[C@H](CO)N1C[C@H](C)[C@@H](CN(C)S(=O)(=O)c2ccccc2)Oc2ccc(NS(=O)(=O)c3cccs3)cc2C1=O
    -0.2, -0.1, -7.7, -5.7, -0.7, -0.1, 2.1, -2.7, -0.6, i
- O=C(Nc1ccccc1Cl)c1ccc(-c2ccccn2)s1
    -0.1, 0.4, 2.7, -22.8, -0.7, 21.1, 0.1, -3.9, 5.0, i
- COc1cc([N+](=O)[O-])ccc1NC(=O)C[n+]1cccc(C)c1
    0.7, 1.6, -6.9, -22.3, -2.1, 8.1, 0.6, -4.1, -12.4, i
- Cc1ccc(C)c(CSc2nnc(-c3cccs3)n2Cc2ccco2)c1
    -0.8, -2.5, 3.4, 23.9, 0.3, 7.1, 0.8, 2.2, -7.3, i
- CN1C(=O)c2ccccc2Sc2ccc(NC(=O)N3CCCC3)cc21
    -0.5, -2.5, 1.0, -1.6, -1.4, 7.4, 11.4, 3.2, 1.0, i
- COc1cc(C(=O)Nc2ccc(O)cc2)ccc1OC(C)=O
    -0.2, -5.4, -2.2, -1.2, 0.9, -13.7, 0.9, -6.4, 6.5, i
- O=C(CN1C(=O)NC2(CCc3ccccc32)C1=O)Nc1ccccc1OC(F)F (centres undefined)
    0.2, -0.9, -3.6, -0.9, -0.1, 6.6, -1.9, -2.4, -2.2, i
- O=C(NS(=O)(=O)c1ccc2c(c1)OCCO2)c1ccccc1
    -0.2, -4.3, -6.1, 0.4, -0.8, 6.3, -1.1, -0.2, 9.5, i
- OCCC1CN(Cc2cnc(-c3ccccc3)s2)CCN1CCc1ccccc1 (centres undefined)
    -0.7, 0.6, 1.0, -2.5, 0.0, -1.7, 7.5, -2.7, -0.7, i
- Cc1cccc(NC(=O)CN2CCC(NC(=O)C3CCCCC3)CC2)c1C
    -0.6, -1.6, -4.6, 0.9, -1.1, 2.1, -2.6, -0.9, 7.7, i
- O=C(Nc1cccnc1)C1CCCN(c2ncnc3c2nc2n3CCCCC2)C1 (centres undefined)
    -0.2, -1.5, -6.9, 3.3, 0.4, 4.4, 2.3, 2.5, 2.8, i
- COc1ccc2nc(NC(=O)CSC(C)C(=O)Nc3cc(C)on3)sc2c1 (centres undefined)
    -0.6, -0.5, 5.3, 4.0, -1.4, -8.1, -4.8, -6.6, -2.9, i
- CNC(=O)CN(Cc1ccccc1)S(=O)(=O)c1ccc(Cl)cc1
    -0.3, 0.0, -1.2, 3.3, -0.9, -1.8, 1.2, 0.6, 3.8, i
- CCOC(=O)C1CCN(c2c(Nc3ccc4c(c3)OCCO4)c(=O)c2=O)CC1
    0.1, 2.1, 6.6, -7.8, -1.7, -1.8, -2.7, -1.8, -5.8, i
- CCOc1ccc(N=C2SCC(=O)N2CC)cc1
    -1.8, -0.8, -3.9, 4.0, 0.6, 16.2, -29.6, 6.0, 10.2, i
- Cc1cccc(/C=C(\c2nc3ccccc3[nH]2)S(=O)(=O)c2ccccc2)c1
    -0.2, -1.0, -5.0, 0.2, -0.1, 10.0, 2.2, -2.7, 1.0, i
- O=[N+]([O-])c1ccc(COc2ccc(CNc3ccccc3)cc2)cc1
    0.2, 3.5, 0.2, -1.3, 0.7, -3.0, 0.4, 13.6, 4.1, i
- O=C(COc1ncnc2c(Cl)cc(Cl)cc12)N1CCN(S(=O)(=O)c2ccccc2)CC1
    -0.4, 0.5, -14.5, 3.7, 0.5, -0.3, -7.2, 1.6, -12.9, i
- CCN(CC)C(=O)C1=C(C)N(Cc2ccc(C(C)(C)C)cc2)C(=O)C(CC(=O)NCCN2CCOCC2)C1 (centres undefined)
    -0.1, -0.6, ., 0.4, -1.6, 18.2, 2.5, -2.4, -4.3, i

Entries of single compounds from above. Values in the order: TbMetRS inhib	STEP block	Scp1 inh	SUMO1-SIM PPI	LMPTP inh	SKN-1 inh	DNMT1 block	NadD block	NRP1-CendR mod	Neddylation inh
O=C(COc1ncnc2c(Cl)cc(Cl)cc12)N1CCN(S(=O)(=O)c2ccccc2)CC1 is entered as -0.4	0.5	-14.5	3.7	0.5	-0.3	-7.2	1.6	-12.9	i
CCOC(=O)C1C2C=CC3(CN(c4cccc(Cl)c4)C(=O)C13)O2 (centres undefined) is entered as -1.2	-1.5	-1.2	2.9	-1.0	1.9	6.8	-0.8	-12.6	i
